# Screening results (PubChem BioAssay)
# HGIII-sPLA2 inh: Blocks human group III sPLA2 activity. QFRET BODIPY PC-A2 liposome hydrolysis, fluorescence. inhibition, % at 12.2 µM. Q9NZ20. 370,000 compounds, 0.56% hits. AID 743126;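 active = inhibition above mean plus 3 SD of compounds lying within the high and low control bounds, cut at about 19% in these data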;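 also: 0% = median of test compound wells and 100% = no enzyme DMSO wells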
# ARFGAP1 inh: inhibitors of rat ARFGAP1. Q62848. Arfgap1-stimulated ARF1 GTP hydrolysis, GDP FP detection. inhibition, % at 16.5 µM. 360,000 compounds, 0.26% hits;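 active = inhibition above a per-plate limit, mean inhibition of low control wells plus 3 SD, cut at about 25% in these data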;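 also: 0% = DMSO wells with enzyme and 100% = wells lacking Arfgap1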
#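 Assay system: Rat Arfgap1 GAP domain (His6, aa 1-136), purified enzyme | Buffer or medium: HEPES 25 mM pH 7.5, NaCl 150 mM, MgCl2, DTT | Schedule: GTP hydrolysis reaction 2 h at 25 °C | Signal: FP of antibody-bound GDP Alexa 633 tracer, ex 620/em 688 nm | Measure: Percent inhibition of Arfgap1-stimulated GTP hydrolysis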
# NR1D1 modulator: Rev-erb alpha (human) modulation. activity, % at 10 µM. Rev-erbα–FITC-DNA binding, fluorescence polarization, 90 min. 370,000 compounds, 0.79% hits;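 active = activity above about 14%, limit read from the data; passing the limit was not always enough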;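 also: 0% = DMSO wells with 35 nM protein and 100% = DMSO wells with 750 nM protein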
# DDE Tn6 FP inh: inhibitors of Tn6 peptide binding to human fibrin DD(E) | Fibrin DD(E) TRITC-Tn6 fluorescence polarization displacement | inhibition, % at 8.3 µM | P02675 | 370,000 compounds, 0.21% hits;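 active = inhibition above a per-campaign cutoff: mean of compounds within control limits plus 3 SD, cut at about 15% in these data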;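 also: 0% = median of all compound wells on the plate and 100% = blocking peptide control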
# DDE Tn7 FP inh: inhibitors of Tn7 peptide binding to human fibrin DD(E) | FP displacement of FITC-Tn7 peptide from fibrin DD(E); 0% = median of compound wells per plate | inhibition, % at 8.3 µM | P02675 | AID 720508 | 370,000 compounds, 0.13% hits;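 active = inhibition above the mean of compounds falling within the control limits plus 3 SD of them, cut at about 14% in these data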;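 also: 0% = plate median of compound wells and 100% = 10 µM Aha-Tn7 peptide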
#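 Assay system: Fibrin-DD(E) protein isolated from polymerized human fibrin clots; read-out basis: percent inhibition; medium: Tris/NaCl/CaCl2 buffer, pH 7.8; signal: FP measurement; incubation: 10 min plus 3 h, room temperature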
# PLCg1 inh: blocks human PLC-gamma1 enzyme activity. 370,000 compounds, 0.84% hits. purified PLC-gamma1, fluorogenic substrate, fluorescence. P19174. AID 720700. inhibition, % at 12.2 µM; in the data active = inhibition above about 9.5%
# Target sequence (P19174 whole entry, looked up): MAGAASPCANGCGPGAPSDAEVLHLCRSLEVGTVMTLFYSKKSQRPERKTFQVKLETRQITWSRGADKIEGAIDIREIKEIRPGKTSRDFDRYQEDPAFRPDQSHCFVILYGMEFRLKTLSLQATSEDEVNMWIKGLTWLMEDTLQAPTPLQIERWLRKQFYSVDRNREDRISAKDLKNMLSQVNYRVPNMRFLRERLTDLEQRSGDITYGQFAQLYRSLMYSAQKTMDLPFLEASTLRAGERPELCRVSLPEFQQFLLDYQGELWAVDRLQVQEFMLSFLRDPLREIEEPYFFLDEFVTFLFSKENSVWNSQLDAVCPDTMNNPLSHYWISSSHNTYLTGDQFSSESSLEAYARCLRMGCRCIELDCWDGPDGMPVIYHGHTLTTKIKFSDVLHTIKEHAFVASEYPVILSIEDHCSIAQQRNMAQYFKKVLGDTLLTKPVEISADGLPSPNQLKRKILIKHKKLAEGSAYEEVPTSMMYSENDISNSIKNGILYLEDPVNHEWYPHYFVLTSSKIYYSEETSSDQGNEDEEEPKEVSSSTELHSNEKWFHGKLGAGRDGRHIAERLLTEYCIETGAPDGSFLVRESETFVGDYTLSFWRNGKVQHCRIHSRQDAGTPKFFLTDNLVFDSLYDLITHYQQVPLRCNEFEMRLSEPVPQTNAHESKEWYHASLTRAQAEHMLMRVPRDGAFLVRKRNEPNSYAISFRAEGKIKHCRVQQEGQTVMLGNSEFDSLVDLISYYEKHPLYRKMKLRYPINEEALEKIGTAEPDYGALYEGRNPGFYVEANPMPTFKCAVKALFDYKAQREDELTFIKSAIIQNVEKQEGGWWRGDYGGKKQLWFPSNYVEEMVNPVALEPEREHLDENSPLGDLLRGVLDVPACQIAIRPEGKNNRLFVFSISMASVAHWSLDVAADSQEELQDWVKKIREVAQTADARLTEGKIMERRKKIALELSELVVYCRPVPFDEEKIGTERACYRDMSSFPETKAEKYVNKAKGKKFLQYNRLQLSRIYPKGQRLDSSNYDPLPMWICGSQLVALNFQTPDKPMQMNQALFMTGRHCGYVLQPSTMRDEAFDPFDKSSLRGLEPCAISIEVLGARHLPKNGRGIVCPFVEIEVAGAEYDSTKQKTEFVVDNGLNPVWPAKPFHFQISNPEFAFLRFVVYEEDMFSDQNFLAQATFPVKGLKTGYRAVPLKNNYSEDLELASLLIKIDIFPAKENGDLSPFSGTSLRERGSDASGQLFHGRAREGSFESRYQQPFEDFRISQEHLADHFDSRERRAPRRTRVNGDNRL
# UHRF1 binding: blocks human UHRF1 binding to methylated DNA. UHRF1 binding to methylated oligo, TR-FRET. inhibition, % at 4.4 µM. Q96T88. 370,000 compounds, 0.75% hits; in the data active = inhibition above about 21%;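 also: UHRF1 SRA domain binding a hemimethylated CpG hairpin DNA probe; 0% = median of test compound wells and 100% = reference inhibitor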
# ASAP1 GAP inh: blocks human ASAP1-stimulated Arf1 GTP hydrolysis; Q9ULH1; GDP FP detection; inhibition, % at 16.5 µM; 360,000 compounds, 0.19% hits; AID 624377; in the data active = inhibition above about 25%;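 also: 0% = vehicle with enzyme and substrate and 100% = no enzyme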
# PLC-beta3 inh: blocks human PLC-beta3 enzyme activity. Q01970. inhibition, % at 12.2 µM. Purified PLC-beta3, fluorogenic substrate, fluorescence. AID 720704. 370,000 compounds, 0.18% hits; in the data active = inhibition above about 11%;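 also: 0% = median of compound wells on plate and 100% = full blocker control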
# KLK7 zymogen act: activators of human kallikrein-7 zymogen | purified proKLK7, EDANS-DABCYL substrate fluorescence; 100% is mature enzyme control, 0% vehicle | activation, % at 7 µM | 370,000 compounds, 0.9% hits;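 active = activation above the mean of all tested compounds plus 3 SD, computed per campaign excluding outliers beyond control limits, cut at about 13% in these data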
# Active calls of the source: *; i = inactive; · = not tested or not shown; & = joins results of further samples.
SMILES,HGIII-sPLA2 inh,ARFGAP1 inh,NR1D1 modulator,DDE Tn6 FP inh,DDE Tn7 FP inh,PLCg1 inh,UHRF1 binding,ASAP1 GAP inh,PLC-beta3 inh,KLK7 zymogen act
COc1cccc(-c2cc(C(=O)NCC3CCCO3)c3cc(C)cc(C)c3n2)c1 (stereo not drawn),-8.6,-4.2,8.6,-2.0,4.6,-108.4,14.0,7.8,-178.0,-16.3
CCOc1ccccc1N(CC(=O)OC)S(=O)(=O)c1ccccc1,2.0,7.2,-4.6,4.2,2.2,1.1,1.2,4.3,0.7,0.5
Cc1nnc(C)n1/N=C/C=C/c1ccccc1,-3.4,-1.0,2.0,-2.9,5.5,0.4,-1.8,-1.1,-1.3,0.3
COc1ccccc1NC(=O)C(C)OC(=O)C1CCC(C(C)(C)C)CC1 (stereo not drawn),7.7,3.8,3.7,-6.2,2.8,5.6,5.2,1.1,-1.9,0.6
Clc1ccc(SCCOCCN2CCOCC2)cc1,1.5,-8.5,1.2,-6.3,-2.0,1.2,0.8,17.9,-3.4,0.5
COc1cc(NC(=O)N2CCNC2=O)cc(C(=O)Nc2cccc(C(F)(F)F)c2)c1,-3.6,-2.0,-0.4,1.9,1.4,3.0,-1.1,12.7,-1.2,0.2
O=c1cc(C(F)(F)F)nc(-c2ccccc2)[nH]1,-2.5,3.1,-1.6,-3.5,-0.9,-2.1,-1.4,-11.3,-0.1,0.6
C=CCNC(=O)c1ccc(CNS(=O)(=O)c2ccc(NC(C)=O)cc2)cc1,-0.5,5.5,3.1,5.5,6.2,-2.1,-0.3,10.7,-2.2,-0.7
O=C(COC(=O)C1CCCCC1C(=O)N1CCc2ccccc21)NCc1ccco1 (stereo not drawn),2.9,-4.5,0.3,0.4,-4.5,-1.4,3.7,-2.7,-2.6,0.1
CSc1ccc(Cl)c(C(=O)OCC(=O)NCC(C)C)c1,1.4,-4.4,1.2,-6.5,5.1,-13.3,0.2,3.7,-14.1,-0.1
Cc1ccccc1-c1cccc2[nH]c3c(c12)CCN1C(=O)[C@H]2[C@H](C)ON(C)[C@H]2C[C@@H]31,-7.5,8.2,3.8,-6.0,-8.7,-305.6,-2.7,-3.6,-453.1,-33.9
COc1ccc(S(=O)(=O)NC2CCN(Cc3ccccc3)CC2)cc1NC(C)=O,9.4,-2.6,6.0,0.3,11.8,-3.5,0.1,-10.7,-7.7,-0.9
CS(=O)(=O)N(CC(=O)N1CCN(c2ccccc2)CC1)c1cc(C(F)(F)F)ccc1Cl,-10.7,-15.1,-0.8,-7.2,3.5,5.4,1.3,-18.4,6.6,0.8
NC1=NS(=O)(=O)NC1c1cccc(F)c1 (stereo not drawn),2.5,-5.4,-6.3,7.7,5.3,-0.6,-0.5,1.4,0.8,-0.3
COC(=O)[C@]12C[C@H](CC(=O)NCc3ccccc3)C(=O)N(Cc3ccco3)C1=C[C@H](C(C)C)O[C@@H]2C1CC1,-9.3,·,-0.9,-4.0,0.9,0.8,-1.1,·,0.4,-0.2
Cc1ccc(C(=O)CCC(=O)OCC(=O)Nc2ccccc2SCC#N)cc1,-12.2,-13.0,11.6,8.6,4.4,-12.9,4.7,-4.7,-16.6,-0.4
COC(=O)CN(Cc1ccco1)S(=O)(=O)c1ccccc1,-2.1,9.8,2.5,0.8,1.6,-5.8,4.0,-3.5,-13.1,0.5
CC1CCCN(CCS(=O)(=O)c2ccccc2)C1 (stereo not drawn),12.4,6.0,-6.5,-4.5,5.4,1.1,2.4,-7.0,-5.3,0.0
COc1cc(C)c(S(=O)(=O)N2CCN=C2c2ccccc2)cc1C,3.2,-0.2,0.3,1.9,6.1,1.2,5.2,7.4,-1.0,0.0
CC(=O)NCc1ccc(C(=O)CN2C(=O)NC3(CCCCC3C)C2=O)s1 (stereo not drawn),6.2,-7.2,3.9,-6.7,-3.4,-9.2,-0.9,-2.4,-7.3,0.8
CC(C)(C)C(c1nc2ccccc2[nH]1)n1c(-c2ccsc2)nc2ccccc21 (stereo not drawn),1.9,6.3,0.9,-8.7,-5.7,1.6,-0.5,4.0,-2.4,0.0
CCCN(Cc1cc2cc(OC)ccc2[nH]c1=O)C(=O)c1ccncc1,4.9,-9.1,6.3,-0.1,6.6,-24.2,3.4,-8.2,-40.1,0.8
O=C(NC1CCCCC1)c1nc2c(nnn2Cc2ccccc2Cl)c(=O)[nH]1,-5.6,-15.2,-1.1,8.4,0.1,0.1,2.1,-4.6,3.3,-0.2
CN(Cc1ccc(C(F)(F)F)cc1)C(=O)C1CCC(=O)N(C2CC2)C1 (stereo not drawn),0.0,6.5,-3.1,-1.4,-7.8,2.5,-0.7,4.7,-1.6,0.0
COC(=O)[C@]1(C#N)CC(=O)N(Cc2ccc(Cl)cc2)[C@@H]1c1ccc(OC)cc1,-7.0,·,-0.9,-0.8,-4.8,1.9,0.8,·,-1.1,-0.3

# Retrieved one by one from the list above, 2 records:
SMILES,HGIII-sPLA2 inh,ARFGAP1 inh,NR1D1 modulator,DDE Tn6 FP inh,DDE Tn7 FP inh,PLCg1 inh,UHRF1 binding,ASAP1 GAP inh,PLC-beta3 inh,KLK7 zymogen act
O=C(NC1CCCCC1)c1nc2c(nnn2Cc2ccccc2Cl)c(=O)[nH]1,-5.6,-15.2,-1.1,8.4,0.1,0.1,2.1,-4.6,3.3,-0.2
Cc1ccc(C(=O)CCC(=O)OCC(=O)Nc2ccccc2SCC#N)cc1,-12.2,-13.0,11.6,8.6,4.4,-12.9,4.7,-4.7,-16.6,-0.4

# Four compounds from above, limited to KLK7 zymogen act and UHRF1 binding:
SMILES	KLK7 zymogen act	UHRF1 binding
CSc1ccc(Cl)c(C(=O)OCC(=O)NCC(C)C)c1	-0.1	0.2
Cc1ccccc1-c1cccc2[nH]c3c(c12)CCN1C(=O)[C@H]2[C@H](C)ON(C)[C@H]2C[C@@H]31	-33.9	-2.7
COc1ccc(S(=O)(=O)NC2CCN(Cc3ccccc3)CC2)cc1NC(C)=O	-0.9	0.1
CS(=O)(=O)N(CC(=O)N1CCN(c2ccccc2)CC1)c1cc(C(F)(F)F)ccc1Cl	0.8	1.3

# The results go on.
SMILES,HGIII-sPLA2 inh,ARFGAP1 inh,NR1D1 modulator,DDE Tn6 FP inh,DDE Tn7 FP inh,PLCg1 inh,UHRF1 binding,ASAP1 GAP inh,PLC-beta3 inh,KLK7 zymogen act
O=C1C=C(c2ccc(F)c(Cl)c2)C[C@@H](c2ccc(F)cc2)C1,2.2,1.7,-1.6,1.3,2.9,-0.3,7.0,1.2,4.7,0.8
COc1ccc(-c2cnc3c(NC(C)=O)cc(-c4cccc(C(=O)N(C)C)c4)cn23)cc1OC,12.6,5.2,-1.6,-6.0,0.4,-69.7,-2.3,-2.0,-92.6,0.1
Oc1ccc(CNc2cccc(F)c2)c2cccnc12,12.8,·,0.2,4.2,3.8,-9.1,-7.5,·,-5.5,·
COc1ccc(-n2c(N)c(C(=O)NCc3ccco3)c3nc4ccccc4nc32)c(OC)c1,-10.7,-9.5,4.7,-2.9,-0.9,-483.8,-8.5,10.5,i,7.2
CC(=O)Nc1nc(C)c(-c2csc(Nc3ccccn3)n2)s1,-7.2&-8.3,5.8&-0.7,4.9&-4.6,-6.1&-8.1,-2.9&3.0,-23.4&-22.6,-3.0&-4.0,19.5&16.5,-49.9&-28.7,3.1&0.1
Cc1ccc(NC(=O)Cn2nc(C(F)(F)F)c3c2CCC3)cc1,4.3,5.4,-4.9,1.9,0.5,4.2,4.3,-1.3,0.0,-0.5
COc1cccc(Nc2nc(Nc3ccc(Cl)c(C(=O)O)c3)nc(C)c2[N+](=O)[O-])c1,7.3,-3.9,5.0,0.0,-0.1,6.1,4.6,-2.5,-12.4,0.2
COc1ccccc1C(CNC(=O)CNC(=O)c1cccc(Cl)c1)N1CCCC1 (stereo not drawn),6.4,5.0,-2.0,-0.6,4.4,1.0,1.4,2.3,-8.1,0.4
C(=C\c1ccco1)/c1nc2ccccc2[nH]1,0.3,0.2,-0.8,5.5,2.7,-94.6,-5.1,2.6,-103.8,-2.1
CSc1ccccc1NC(=O)c1ccc(C)o1,2.1,-0.6,1.9,-3.2,-5.6,-2.1,2.6,-9.3,-1.3,0.0
O=C(CC(=O)Nc1ccccc1F)Nc1ccccc1F,-44.8,-6.1,-2.1,-7.3,3.5,-1.2,-0.3,1.3,-6.4,-0.1
COc1cc(/C=N/NC(=O)c2cc(C3CC3)[nH]n2)ccc1O,12.9,-0.2,5.0,-2.8,4.8,-7.3,3.1,-18.5,-15.8,-0.7
CC1Cc2nc(SCC(=O)NCC3CCCO3)n(C)c(=O)c2S1 (stereo not drawn),1.2,1.3,-0.6,-12.0,-8.6,-0.5,-2.6,-3.5,-11.2,-0.2
CC1CCN(CCCn2c(SCC(=O)NC3CCCC3)nc3ccccc3c2=O)CC1,4.1,5.1,1.0,-1.2,-3.7,0.6,-0.2,1.5,-7.7,-0.1
COc1ccc(Cl)cc1C(=O)NNC(=O)C1CCCO1 (stereo not drawn),12.3,6.8,2.1,-7.6,9.3,-1.6,2.4,9.6,-2.9,0.1
CNC(=O)/C(C#N)=C/c1c(F)cccc1Cl,3.9,3.7,-2.0,-0.5,-5.6,-2.1,-3.1,-2.2,-0.9,0.6
Cc1ccc(-c2nnc(NCc3nc4ccccc4[nH]3)c3ccccc23)cc1S(=O)(=O)N1CCCCC1,-13.9,-2.8,15.2,-5.1,-1.5,-7.3,7.6,-4.2,-8.8,-1.8
COC(=O)Cc1c(O)ccn(CCc2ccc(OC)c(OC)c2)c1=O,0.0,6.7,7.1,-1.6,-1.0,-0.1,-2.2,-7.5,0.5,-0.8
C(=NC12CN3CN(CN(C3)C1)C2)c1ccc2c(c1)OCO2,7.4,2.1,0.5,-3.4,7.1,-2.4,4.1,-0.4,-0.1,-0.8
O=C(OCC(=O)N1CCOCC1)c1cncc(Br)c1,-0.2,4.3,-4.1,3.9,0.8,-2.2,0.5,-4.6,0.3,0.3
O=C(O)c1ccc2c(c1)N(Cc1cccc(F)c1)C(=O)CS2,-3.8,-9.7,1.9,-0.8,-2.8,0.0,1.5,-1.9,-3.6,-0.8
CCOc1ccc(CCNC(=O)C2CCCN(S(=O)(=O)N3CCOCC3)C2)cc1OCC (stereo not drawn),7.8,-6.0,0.0,7.5,2.8,-0.5,0.6,-0.7,-0.1,0.5
COc1ccc(OC)c(N(CCN2C(=O)c3ccccc3C2=O)C(=O)CCl)c1,1.4,0.9,0.5,7.8,2.6,0.4,0.0,-8.9,-0.1,0.2
O=C(Nc1ccc(F)cc1F)Nc1ccccc1C(=O)NCCN1CCNC1=O,2.9,6.5,-0.4,-10.8,-7.7,-0.8,2.3,0.7,-15.6,0.6
COC(=O)c1ccc(OCC2c3cc(OC)c(OC)cc3CCN2C(C)=O)cc1 (stereo not drawn),-0.6,9.0,-0.9,-2.3,-0.7,-0.8,1.8,-2.5,-2.2,0.0
COCc1cccc(-c2csc(C(C)(NC(C)=O)c3ccccc3)n2)c1 (stereo not drawn),3.1,2.7,0.1,1.2,3.0,2.5,4.9,-11.0,1.9,0.0

# Rows were taken by chance; about 4.5% have a hit in one of these screens.
